CHT PAM – allosteric activators of human choline transporter CHT; CHT-expressing cells, membrane potential dye, choline EC20; active compounds read high; LV-AA mutant CHT in HEK293 cells; hit rate 0.49% among 310,000; B-score at 10 µM;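 active = initial fluorescence not abnormally high and integrated response B-score, plate-corrected, over 3 SD above library mean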
Target sequence (Q9GZV3 whole entry, looked up): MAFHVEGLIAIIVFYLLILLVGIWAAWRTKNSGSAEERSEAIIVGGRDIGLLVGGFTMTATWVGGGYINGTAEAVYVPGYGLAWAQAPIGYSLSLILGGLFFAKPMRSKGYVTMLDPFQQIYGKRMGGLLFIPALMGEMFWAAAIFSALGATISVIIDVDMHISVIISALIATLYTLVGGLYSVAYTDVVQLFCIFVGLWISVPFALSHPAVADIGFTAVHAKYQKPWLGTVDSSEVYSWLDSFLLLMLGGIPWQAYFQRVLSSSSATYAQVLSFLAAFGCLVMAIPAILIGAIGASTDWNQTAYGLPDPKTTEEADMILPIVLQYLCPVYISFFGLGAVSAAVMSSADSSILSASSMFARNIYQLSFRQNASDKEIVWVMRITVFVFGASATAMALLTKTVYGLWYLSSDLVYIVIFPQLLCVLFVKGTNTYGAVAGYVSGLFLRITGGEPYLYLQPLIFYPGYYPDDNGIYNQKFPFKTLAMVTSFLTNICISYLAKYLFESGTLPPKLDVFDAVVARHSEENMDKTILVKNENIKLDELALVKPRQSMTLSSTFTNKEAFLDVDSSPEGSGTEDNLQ
OX1R antag – human HCRTR1 antagonism; inhibition, % at 5 µM; CHO/OX1R cells, Fluo-8 calcium fluorescence, orexin A; hit rate 0.43% among 330,000; O43613;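 active = inhibition above its plate's threshold, mean inhibition of all tested compounds on the plate plus 3 SD, cut at about 37% in these data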;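 also: 0% = orexin A challenge wells and 100% = SB-334867-A antagonist wells; not every result past the cut was called active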
* marks the source's active call; other numbers are inactive results; i = inactive; x = no result given.

Structure	CHT PAM	OX1R antag
Cc1ccc(S(=O)(=O)N(CC(O)CN2CCOCC2)c2cccc([N+](=O)[O-])c2)cc1 (configuration not stated)	i	-25
Cc1cc(NC(=O)Nc2ccc(Cl)c(Cl)c2)n(-c2ccccc2)n1	i	-8
CCc1nnc(NS(=O)(=O)c2ccc(NC(=O)c3cccc(Cl)c3)cc2)s1	i	-5
O=C(COC(=O)CSc1ccc([N+](=O)[O-])cc1)NCCC1=CCCCC1	x	-1
Cc1cc(Cl)ccc1C(=O)C1CCCN(C(=O)c2cncs2)C1 (configuration not stated)	i	-16
COCCNC(=O)CSc1nc2sc(C)c(C)c2c(=O)n1-c1ccccc1	i	-29
Cc1ncc([N+](=O)[O-])n1CC(=O)Nc1ccc(F)c(Cl)c1	i	-22
O=C(O)c1ccc(N2C(=O)c3cccnc3C2=O)cc1	i	9
CCc1ccc(-c2cc(C)no2)cc1S(=O)(=O)Nc1ccccn1	i	-2
O=C(NCc1ccccc1)N1CCC(CO)(CCc2ccccc2)CC1	i	-15
Cc1cccc(C)c1OCC(=O)Nc1cccc(S(=O)(=O)N2CCCC2)c1	i	-37
COc1ccc(-c2cc(C(F)(F)F)nc(SCC(=O)N3CCOCC3)n2)cc1OC	i	-7
CCC(c1nnc(SCC(=O)Nc2nnc(-c3ccccc3)o2)n1Cc1ccccc1)N(C)C (configuration not stated)	i	-30
COc1cccc(NS(=O)(=O)c2ccc3c(c2)NC(=O)C(C)S3)c1 (configuration not stated)	i	-19
c1ccc(N2CCN(Cc3ccnc4ccccc34)CC2)cc1	i	-6
COc1ccc(-c2nc(-c3cccnc3)no2)cc1	i	-3
COc1ccc(NS(=O)(=O)c2cc(C(=O)O)ccc2C)cc1	i	-4
O=C(c1ccc(F)cc1)c1ccc(CN2C(=O)c3ccccc3C2=O)o1	i	-3
CCn1c(CCNC(=O)c2cccs2)nnc1SCC(=O)NC1CCCCC1	i	-7
O=C(CCCOc1ccccc1)Nc1ccc(S(=O)(=O)Nc2ccccn2)cc1	i	-21
Oc1ccc(/C=C/c2nc(-c3ccccc3O)n(-c3ccccc3)n2)cc1	i	16
C[C@@H]1CN(C(=O)c2nc3ccc(Cl)cn3c2CN2CCc3sccc3C2)C[C@H](C)O1	i	-25
CCOC(=O)c1cc2c(nc1N)CC(C)(C)OC2	i	-14
CC(C)c1ccc(C(C(=O)NC2CCCCC2)N(C(=O)c2csnn2)C2CC2)cc1 (configuration not stated)	i	-35
O=C1/C(=C/c2cccs2)N=C(c2cccs2)N1Nc1ccccc1	i	-14
Cn1cc(CN2CCC(n3nccc3NC(=O)CCCc3ccccc3)CC2)cn1	i	0
CC1(C)CC(CNCCC(c2ccc(F)cc2)c2ccco2)CCO1 (configuration not stated)	i	-29
CC(C)(C)C(=O)Nc1cc2c3c(c1)CCN3C(=O)CC2	i	-11
O=C(CC1C(=O)NCCN1CC1CCCCC1)NCc1ccc(F)cc1F (configuration not stated)	i	-24
CCOc1cccc(-c2nnc3sc(C4CCCCC4)nn23)c1	i	-35
O=C(COc1ccc([N+](=O)[O-])cc1)N(Cc1cccs1)C1CCS(=O)(=O)C1 (configuration not stated)	i	-9
COc1ccccc1-c1nnc(NC(=O)c2ccc(S(=O)(=O)N(C)C)cc2)o1	i	-2
Cc1ccc2nc(SCC(=O)N3CCN(C(=O)c4ccco4)CC3)[nH]c2c1	i	-25
COc1cc(C)c(NC(=O)COc2cccc3c2OC(C)(C)C3)cc1OC	x	-1
Cn1c(SCC(=O)NC(C)(C)C)nnc1-c1cccc(NC(=O)c2ccccc2F)c1	i	-25
N#CC(C(=O)C12CC3CC(CC(C3)C1)C2)c1nc2ccccc2[nH]1 (configuration not stated)	i	2
CCOc1ccccc1C(=O)NCC(=O)OCC(=O)c1ccc2c(c1)OCCO2	i	-12
O=C(Nn1c(O)c(C=C2N=c3ccccc3=N2)sc1=S)c1cccc(Cl)c1	i	-4
O=C(CC(=O)Nc1ccc(Cl)c(Cl)c1)N/N=C/c1ccc(O)cc1	i	-1
Cc1cc(NS(=O)(=O)c2ccc(NC(=O)CSc3nc4sc(C(=O)O)c(C)c4c(=O)[nH]3)cc2)no1	i	5
CCN(CC)C1CC(=O)N(c2cccc(C)c2)C1=O (configuration not stated)	i	-13
O=C(Nc1ccccc1F)c1ccc(-n2cncn2)nc1	i	-2
COc1ccc(S(=O)(=O)Nc2ccc(S(=O)(=O)Nc3nccs3)cc2)cc1	i	-5
COc1ccc(/C=C/C(=O)NC(=S)NCc2ccccc2)cc1OC	i	-16
COc1ccc(CCCNC(=O)CC#N)cc1OC	i	-8
O=C(NCc1cccs1)c1ccccc1	i	-6
COc1ccccc1NC(=S)NCCSc1ccc(C)cc1	i	-14
O=C1[C@H]2[C@@H](c3ccc(F)cc3)N3C(=O)N(c4ccccc4)C(=O)[C@@]3(Cc3ccccc3)[C@H]2C(=O)N1C1CCCCC1	i	-25
COc1ccc(-c2ccccc2[C@H]2[C@@H]3C=CC[C@@H](C)[C@@H]3C(=O)N2Cc2ccccc2)cc1	x	-15
O=C(CN1CCN(C(=O)C2CC2)CC1)Nc1cc(C(F)(F)F)cc(C(F)(F)F)c1	x	-2
Nc1cc(S(=O)(=O)Nc2ccc(Cl)cc2)ccc1N1CCOCC1	i	34
Cc1cc2nc(-c3ccc[nH]c3=O)[nH]c2cc1C	i	-7
CCN(CC)S(=O)(=O)c1ccc(N2CCCC2)c(NC(=O)Cc2cc(OC)c(OC)c(OC)c2)c1	i	-53
CC1CCN(C(=O)c2ccc(N3CCOCC3)c([N+](=O)[O-])c2)CC1	x	-20
CC(/C=N\N1CCN(Cc2ccc(C)cc2)CC1)=C\c1ccccc1	i	-22
CCc1ccccc1NC(=O)N[C@@H](C)C(=O)O	i	-2
CN1C(C(=O)NCc2cccc(Br)c2)CC2Cn3c(nc4cc(Cl)c(Cl)cc43)C21 (configuration not stated)	i	-7
CC1SCC(=O)N(CC(=O)NCc2ccccc2)C1=O (configuration not stated)	i	6
CCOc1ccc(C(c2nnnn2C(C)(C)C)N2CCN(C(=O)c3ccco3)CC2)cc1 (configuration not stated)	i	-14
O=C(Oc1ccc(-c2cnc3ccccc3n2)cc1)c1ccc(Cl)c([N+](=O)[O-])c1	i	-11

Other compounds follow.
Structure	CHT PAM	OX1R antag
Cc1cc(C)c(C#N)c(SCC(=O)C2CC2)n1	i	-14
O=C(/C=C/c1ccc([N+](=O)[O-])cc1)Oc1ccc(/C=N/NC(=O)c2ccncc2)cc1	i	-17
CCN1CCN(C(=O)C2CCCN(c3ncnc4c3nc3n4CCCCC3)C2)CC1 (configuration not stated)	i	-20
COC(=O)c1ccc(NC(=O)CCS(=O)(=O)c2ccc3c(c2)NC(=O)C(C)S3)cc1 (configuration not stated)	i	-34
Cc1cc(C)cc(NC(=O)CN2C(=O)NC(Cc3c[nH]c4ccccc34)C2=O)c1 (configuration not stated)	x	11
O=C(Nc1ccc(CN2CCOCC2)cc1)c1ccc(N2CCCC2)c([N+](=O)[O-])c1	i	-39
[O-][n+]1c2c(nn1-c1ccc(Cl)c(Cl)c1)-c1nonc1CC2	i	-20
CCN(C(=O)Cn1c(=O)oc2ccccc21)c1cccc(C(F)(F)F)c1	i	-22
CCN(CCO)Cc1cc(=O)oc2cc3c(cc12)CCC3	i	-10
CCCn1ncc(CN2CCC(CO)(CC3CCCCO3)CC2)c1C (configuration not stated)	i	-17
N#CC1=C(N)NC(SCC(=O)c2ccccc2)=C(C#N)C12CCCC2	i	7
CC(C)CC(NC(=O)c1ccc(Cl)cc1)C(=O)OCC(=O)c1ccc2c(c1)NC(=O)CO2 (configuration not stated)	i	65*
O=C(Nc1ccccc1NC(=O)c1csnn1)c1csnn1	i	-9
Cc1ccc(Cl)cc1N1CCN(C(=O)C2CCN(S(C)(=O)=O)CC2)CC1	i	11
CSc1ccccc1OCc1cc(C(=O)NCc2csc(C(C)C)n2)no1	i	-14
COc1ccc(NC(=O)Cn2c3ccc(OC)cc3c3nc4n(c(=O)c32)CCS4)cc1	i	1
CCOC(=O)C1(CCOc2ccccc2)CCN(Cc2ccc(O)c(OCC)c2)CC1	i	-28
Cc1ccccc1C(=O)NNC(=O)CSc1nc2ccccc2c(=O)[nH]1	i	-17
CC(C)Oc1cccc(C(=O)C2CCCN(C(=O)CCn3cnnn3)C2)c1 (configuration not stated)	i	-18
CCC(=O)OCc1cc2cccc(C)c2[nH]c1=O	i	8
CCS(=O)(=O)N1CCC(NC(=O)C(Cc2ccc(OC)c(OC)c2)NC(C)=O)CC1 (configuration not stated)	i	-12
CC(C)COC(=O)N1CCCC1C(=O)Nc1nccs1 (configuration not stated)	i	-3
O=C(Nc1ccccc1C(F)(F)F)c1ccc(F)c(S(=O)(=O)N2CCOCC2)c1	i	18
CCCc1nc2sc3c(c2c(=O)n1NC(=O)CCC(=O)O)CCCC3	i	-7
Cc1cc(C)n(-c2cc(N3CCOCC3)ncn2)n1	i	-5
O=C(C[C@@H]1C/C=C\C[C@@H](Cc2ccc(F)cc2)C(=O)OCCNC1=O)NCCO	x	-12
COc1ccc(Cn2nnnc2C(c2cc3cc(C)ccc3[nH]c2=O)N2CCOCC2)cc1 (configuration not stated)	i	-33
Cc1cccc(CSc2nnc([C@@H]3CCCN3C(=O)OC(C)(C)C)o2)c1	i	-23
Cc1ccc(NC(=O)NC(=O)CN2CCCC2c2ccc3c(c2)OCCO3)cc1C (configuration not stated)	x	-13
CCOC(=O)c1ccc(NC(=O)COc2ccc(S(=O)(=O)NC(C)C)cc2)cc1	i	-7
N#Cc1c(-c2ccccc2)cc(C2CC2)nc1N	i	-33
Cc1ccc(C(=O)Nc2cccc(C(=O)O)c2)cc1S(=O)(=O)N1CCOCC1	i	-5
CN(C)Cc1c(C(C)(C)O)[nH]c2ccc(C(F)(F)F)cc12	x	-10
COc1ccccc1NC(=O)CSc1nc2ccccc2cc1Cc1ccccc1	i	-18
COc1ccc(-c2cc(N3C(=O)Nc4ccccc4N3O)n[nH]2)cc1OC	i	-18
CCC(Cc1ccccc1)NS(=O)(=O)c1c(C)nc2sccn2c1=O (configuration not stated)	i	-8
Cc1ccc(S(=O)(=O)N2CCN(c3nc4ccccc4nc3-n3nc(C)cc3C)CC2)cc1	i	-39
Cc1cc(C)cc(NC(=O)CSc2ccc(-c3ccco3)nn2)c1	i	-80
CCn1c(=O)cc(SCC(=O)NCc2ccccn2)c2ccccc21	i	-22
CCC(C)N1C(=O)S/C(=C/c2ccc(N3CCOCC3)cc2C)C1=O (configuration not stated)	i	-22
CC(=O)N1c2ccc(S(=O)(=O)NCCC(=O)N(C)Cc3ccccc3)cc2CC1C (configuration not stated)	i	-25
COc1ccccc1N1CCN(c2nc(-c3ccccc3)cc(C(F)(F)F)n2)CC1	i	-12
Nc1ncnc(SCc2c(F)cccc2Cl)n1	i	2
COc1ccc(-n2c3c(c(=O)[nH]c2=O)C(NC(=O)c2ccncc2)(C(F)(F)F)C(=O)N3)cc1 (configuration not stated)	i	-7
C/C(=N/NC(=O)c1cccc(C)c1)c1c(O)cc(C)oc1=O	i	-11
O=C1/C(=C\c2cccnc2)SC(=S)N1C1CCS(=O)(=O)C1 (configuration not stated)	i	17
COC(=O)[C@@H]1Cc2c([nH]c3ccccc23)C2CCC(=O)N21 (some centres not stated)	i	x
CCN(CC)CCN(Cc1cc2cc3c(cc2[nH]c1=O)OCO3)C(=S)NCC1CCCO1 (configuration not stated)	i	-31
COc1ccc(NC(=O)c2ccc(Cl)c(S(=O)(=O)N3CC(C)OC(C)C3)c2)cn1 (configuration not stated)	x	-8
CCOC(=O)C1=C(C)N(CCCC(=O)O)C(=O)NC1c1ccc(Cl)cc1 (configuration not stated)	i	-1
COc1cccc(C(=O)N(c2ccc(C)cc2)C2C=CS(=O)(=O)C2)c1 (configuration not stated)	i	-12
Cc1cc(C(=O)COc2ccc3ccc(=O)oc3c2)c(C)n1C	i	-4
Cc1cc2nc(C)c(Cl)c(=O)n2[nH]1	i	-10
Nc1nn(-c2ccccc2)c(N)c1N=Nc1ccccc1F	i	-11
Cc1ccc2oc(=O)c(/C=C(\O)c3sc(C)nc3C)nc2c1	i	-20
Cc1cccc(OCC(=O)N(Cc2cccs2)C2CCS(=O)(=O)C2)c1C (configuration not stated)	i	-19

High-throughput results: PubChem, several laboratories
